TRHR ag: qHTS for Small Molecule Agonists and Allosteric Enhancers of Human TRH Receptor: Primary Screen for Agonists. Thyrotropin-releasing hormone receptor (Homo sapiens), P34981. TRHR cells, calcium flux fluo-8, FDSS agonist mode. activation, % at 2 µM. actives 0.18% (n = 360,000). AID 493084, 2011; also: 0% is about no effect
Target sequence (P34981 whole entry, looked up): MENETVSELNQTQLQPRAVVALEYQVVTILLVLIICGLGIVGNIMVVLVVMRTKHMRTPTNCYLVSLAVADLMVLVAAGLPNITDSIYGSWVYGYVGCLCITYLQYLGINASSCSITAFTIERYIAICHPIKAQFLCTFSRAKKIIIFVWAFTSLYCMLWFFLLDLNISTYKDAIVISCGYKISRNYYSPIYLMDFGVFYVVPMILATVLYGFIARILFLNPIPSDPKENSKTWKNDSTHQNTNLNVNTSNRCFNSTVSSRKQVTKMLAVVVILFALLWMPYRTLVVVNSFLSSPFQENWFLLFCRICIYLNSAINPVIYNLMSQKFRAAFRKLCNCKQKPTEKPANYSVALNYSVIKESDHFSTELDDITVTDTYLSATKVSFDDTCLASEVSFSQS
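TRHR-expressing cells, plated overnight in medium with 10% serum, were loaded with fluo-8 calcium dye at room temperature. After a 10 s baseline, library compound was pin-added and calcium release was recorded kinetically (ex 480/em 530) as agonist response.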
D1 antagonist: Antagonist of Human D 1 Dopamine Receptor: qHTS; D(1A) dopamine receptor (Homo sapiens), P21728; HEK293 TREx D1 cells, calcium flux, dopamine EC80; active compounds read low; activity change, negative = inhibition, % at 10 µM; actives 3.2% (n = 360,000); AID 504652, 2011; in the data active = activity change below about -30%; also: % is scaled to controls: 0 for no effect and ±100 for the full control effect
Target sequence (P21728 whole entry, looked up): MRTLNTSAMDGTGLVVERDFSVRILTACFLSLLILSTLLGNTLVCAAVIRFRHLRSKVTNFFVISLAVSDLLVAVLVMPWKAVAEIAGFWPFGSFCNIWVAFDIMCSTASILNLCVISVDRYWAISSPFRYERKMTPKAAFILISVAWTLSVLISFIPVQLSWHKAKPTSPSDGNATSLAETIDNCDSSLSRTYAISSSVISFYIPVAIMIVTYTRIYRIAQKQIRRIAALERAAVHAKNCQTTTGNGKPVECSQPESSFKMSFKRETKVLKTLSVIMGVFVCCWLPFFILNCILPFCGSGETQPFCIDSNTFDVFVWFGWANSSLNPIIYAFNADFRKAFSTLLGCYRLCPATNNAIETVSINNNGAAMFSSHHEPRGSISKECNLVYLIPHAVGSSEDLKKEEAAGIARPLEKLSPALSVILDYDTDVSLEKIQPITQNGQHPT
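Tetracycline-induced HEK293 T-REx cells with force-coupled D1 receptor were loaded with a no-wash calcium dye. Compound was added after a 10 s baseline and read kinetically for 180 s; EC80 dopamine was then added and calcium flux followed another 180 s.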
D2 PAM: HTS Assay for Positive Allosteric Modulators of the Human D2 Dopamine Receptor: Primary Screen for Potentiators. potentiation, % at 10 µM. HEK293 T-REx D2, calcium flux, EC20 dopamine potentiation. actives 0.34% (n = 340,000). D(2) dopamine receptor (Homo sapiens), P14416. AID 485347, 2010;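 active = potentiation over 3 SD above the plate norm, cut at about 30% in these data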; also: 0% is about no effect
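Tetracycline-induced Hek293 Trex D2 cells, force-coupled to calcium, loaded with no-wash calcium dye. Compound added with 180 s kinetic read for agonism, then EC20 dopamine and a further 180 s read for potentiation.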
RXFP1 antagonist: qHTS Assay for Antagonists of the Relaxin Receptor RXFP1 | actives 0.59% (n = 350,000) | Relaxin receptor 1 (Homo sapiens), Q9HBX9 | activity change, negative = inhibition, % at 57.5 µM | HEK293-RXFP1, relaxin-stimulated cAMP HTRF, 30 min; active compounds read low;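 active = activity change of -60% or lower, but not beyond a set lower limit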; also: % is scaled to controls: 0 for no effect and ±100 for the full control effect
D2 agonist: HTS Assay for Allosteric Agonists of the Human D2 Dopamine Receptor: Primary Screen for Agonists; D(2) dopamine receptor (Homo sapiens), P14416; HEK293 T-REx D2 cells, calcium flux agonist mode; activation, % at 2 µM; actives 0.53% (n = 340,000); AID 485358, 2010;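 active = activation over 3 SD above normal in the single-dose calcium agonist read, cut at about 30% in these data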; also: 0% is about no effect
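Tetracycline-induced HEK293 Trex cells with D2 receptor force-coupled to calcium signaling, plated overnight at 30 C and loaded with no-wash calcium dye. Calcium flux read kinetically for 180 s after compound addition; responses flag agonists.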
D1 agonist: Allosteric Agonists of the Human D1 Dopamine Receptor: qHTS; HEK293 T-REx D1 cells, calcium flux, agonist mode; activation, % at 2 µM; actives 1% (n = 360,000); also: 0% is about no effect
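Tetracycline-induced HEK293 TREx D1 cells, force-coupled to calcium signalling, were dye-loaded with a no-wash calcium kit. Compound was pin-added after a 10 s baseline. Fluorescence was read kinetically at 1 cycle/s for 180 s, with calcium rises flagged as agonism.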
D2 antag: HTS Assay for Allosteric Antagonists of the Human D2 Dopamine Receptor: Primary Screen for Antagonists | AID 485344, 2010 | inhibition, % at 10 µM | HEK293 TREx D2 cells, calcium flux, dopamine EC80 | actives 2% (n = 340,000); in the data active = inhibition above about 30%; also: 0% is about no effect
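Measurement of antagonist activity uses fluorescent calcium dye in inducible HEK293 T-REx D2 cells: 10 s baseline, compound addition with 180 s read, EC80 dopamine addition with a further 180 s read.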
TRHR PAM: qHTS for Small Molecule Agonists and Allosteric Enhancers of Human TRH Receptor: Primary Screen for Enhancers | Thyrotropin-releasing hormone receptor (Homo sapiens), P34981 | TRHR cells, fluo-8 calcium fluorescence, EC20 TRH enhancement | AID 493056, 2011 | actives 0.66% (n = 360,000) | enhancement, % at 2 µM; in the data active = enhancement above about 30%; also: 0% is about no effect
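TRHR-expressing cells loaded with fluo-8 calcium dye were read kinetically (ex 480/em 530) during compound addition, then stimulated with an EC20 of TRH (10 nM final). Enhancement of the Gq-mediated intracellular calcium response was scored.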
D1 PAM: Potentiators of Human D1 Dopamine Receptor: qHTS; D(1A) dopamine receptor (Homo sapiens), P21728; HEK293 TREx D1 cells, calcium flux, dopamine EC20 potentiation; potentiation, % at 10 µM; actives 0.036% (n = 360,000); AID 504651, 2011; in the data active = potentiation above about 30%; also: 0% is about no effect
* marks the source's active call; other numbers are inactive results; . = no result given. Rule as the data show it, unless noted: active = activation above about 30%; inactive = the rest.

SMILES | TRHR ag | D1 antagonist | D2 PAM | RXFP1 antagonist | D2 agonist | D1 agonist | D2 antag | TRHR PAM | D1 PAM
Cc1c(CCOC(=O)c2cc([N+](=O)[O-])cc([N+](=O)[O-])c2)sc[n+]1CC(=O)c1ccc(Br)cc1 | -0.7 | 1 | -4 | 7 | -0.9 | -4 | 3 | -2 | 3
CCS(=O)(=O)N1CC(=O)N(c2cc(C)cc(C)c2)C(C)(C(=O)NC2CCCCC2)C1 (stereo not drawn) | -0.1 | -12 | -1 | -7 | 0.0 | -1 | . | -6 | 0
CN(CCOc1ccccc1)CC(=O)Nc1ccc(Cl)c(S(=O)(=O)N(C)C)c1 | 0.6 | -12 | -8 | -6 | 1.1 | 2 | 2 | 5 | 5
CC(OC(=O)c1cccc(-n2cnnn2)c1)C(=O)N(C)c1ccccc1 (stereo not drawn) | 0.0 | 5 | 11 | 7 | 0.3 | 0 | -10 | -2 | -7
COc1ccc(C2/C=C\CN(Cc3ccc(N(C)C)cc3)CC(=O)N2Cc2ccc(F)cc2)cc1 (stereo not drawn) | 0.1 | 18 | 4 | . | 0.4 | 2 | -10 | 16 | -3
CCOCCCNC(=O)c1ccc(NC(=O)N2CCCCc3ccccc32)cc1 | -0.4 | -14 | 6 | . | 0.9 | 1 | . | -10 | -5
CCOc1ccc(S(=O)(=O)N2CCN(C(=O)c3ccncc3)CC2)cc1 | 0.0 | -4 | 14 | 10 | 0.5 | 3 | -8 | 2 | 1
CCCC(O)(c1ccccc1)C(CN1CCOCC1)c1ccccc1 (stereo not drawn) | -0.3 | -6 | -1 | -14 | -0.3 | 20 | -9 | 19 | 0
COc1ccccc1C1C(C(=O)c2cc3ccccc3o2)=C(O)C(=O)N1CCN(C)C (stereo not drawn) | 0.8 | 9 | 9 | 2 | -0.7 | 2 | -8 | -1 | 0
CC(Oc1coc(CN2CCN(C(=O)c3ccco3)CC2)cc1=O)c1ccccc1 (stereo not drawn) | 0.3 | -6 | -3 | -2 | 31* | 2 | -3 | 6 | 5
O=C(NCN1CCN(c2ccccn2)CC1)c1cnccn1 | 0.4 | 24 | 2 | -7 | 15 | 8 | -1 | 6 | 1
CC(Sc1ncnc2sc(-c3ccccc3)cc12)C(=O)NCC1CCCO1 (stereo not drawn) | -0.5 | -2 | -2 | -98* | -0.4 | 0 | 15 | -18 | -4
CN(C)c1ccc(/C=N/n2c(C3CCCCC3)n[nH]c2=S)cc1 | -1.3 | 21 | -7 | -1 | -1.8 | 1 | 4 | 4 | -2
NC(=O)CC(NC(=O)c1ccccc1)c1ccc(NCCOc2ccccc2)c([N+](=O)[O-])c1 (stereo not drawn) | -0.3 | -35* | 0 | . | -0.4 | 3 | 6 | 11 | -10
CC(C)(C)c1csc(NC(=O)c2cccs2)n1 | -0.8 | -7 | -2 | -2 | 0.5 | 3 | 4 | -6 | -2
Cc1nn(C)c(C(=O)Nc2ccc(Br)cc2F)c1Br | -3.3 | 7 | 7 | -2 | -1.6 | 0 | 16 | -1 | 1
O=C1C2C3C=CC(C4CC34)C2C(=O)N1c1ccc2c(c1)OCO2 (stereo not drawn) | 0.5 | 6 | -4 | 4 | 0.6 | 2 | 9 | 0 | 2
Cc1nc(SCC(=O)NC2CCCCC2)[nH]c(=O)c1C | -0.6 | -22 | 6 | -16 | -0.4 | 4 | 15 | 9 | -8
Cc1ccc(N(CC(=O)NCC2CCCO2)S(C)(=O)=O)cc1Cl (stereo not drawn) | -1.3 | -21 | . | 22 | 4.0 | 1 | 12 | 1 | -6
COc1ccc(-c2nc(CNS(=O)(=O)c3ccc(OC)c(OC)c3)cs2)cc1 | -0.6 | 9 | 4 | -5 | 0.7 | 0 | -4 | 4 | -4
CCc1ccc(S(=O)(=O)c2nnn3c2nc(Nc2ccc(NC(C)=O)cc2)c2sccc23)cc1 | 0.4 | 11 | 2 | -37 | -0.5 | 1 | . | -6 | -5
Nc1c(S(=O)(=O)c2cccs2)c2nc3ccccc3nc2n1CC1CCCO1 (stereo not drawn) | -0.7 | 9 | 1 | 5 | -0.6 | -4 | 20 | 0 | 3
O=C(CN(Cc1cccs1)C(=O)CNS(=O)(=O)c1ccccc1)NC1CCCC1 | 1.2 | 0 | 11 | -18 | -0.1 | 0 | -8 | 7 | -1
Cc1ccc(OCC(=O)OCc2cc(=O)n3nc(C4CC4)sc3n2)cc1C | 0.2 | 6 | -16 | . | . | 4 | . | -3 | -5
CCCC(=O)c1c[nH]c(C(=O)NCc2cccnc2)c1 | -1.6 | -5 | -1 | 2 | -1.5 | 0 | -9 | 2 | -12
CC1CCN(Cc2c(C(=O)N/N=C/c3cc(Br)ccc3O)nnn2-c2nonc2N)CC1 | 3.0 | 4 | 6 | -28 | 2.2 | 3 | 8 | -7 | -11
CCc1nc(C)ccc1OCC(=O)N(CC)CC | 0.9 | 3 | -4 | -5 | -0.5 | -1 | -16 | -8 | 6
Cc1ccc(CNC(=O)Nc2ccc(F)cc2F)n1C | 0.6 | -3 | -3 | -3 | -0.6 | 4 | -21 | 11 | -4
CC(OC(=O)c1ccc(S(=O)(=O)N2CCCCC2)cc1)C(=O)NC1CCCCC1C (stereo not drawn) | 1.0 | -1 | -2 | -15 | 0.4 | 4 | -13 | 9 | -2
Cc1ccc2cc(C)c(SCC(=O)NCC3CCCO3)nc2c1 (stereo not drawn) | -0.4 | -14 | . | -16 | 2.7 | 1 | 10 | 0 | 9
COc1cc2c(C(=O)NC3CCCCCC3)cn(C)c(=O)c2cc1OC | 0.6 | 2 | 2 | -5 | 0.1 | 6 | -5 | -3 | -2
CCOC(=O)c1cc2c(=O)n3ccccc3nc2n(CCCOC)c1=NC(=O)c1ccncc1 | 0.1 | -2 | -6 | -9 | -0.2 | 1 | -21 | 5 | 5
COc1cnc(-c2ccccn2)nc1Sc1cccc(Cl)c1 | 0.1 | 30 | -7 | 4 | 0.1 | 2 | -6 | -1 | 3
COc1ccc(C(=O)c2cn(Cc3cccc(C)c3)c3cc4c(cc3c2=O)OCO4)cc1 | 0.1 | 4 | 8 | -6 | -0.9 | 4 | . | 2 | 0
COc1cccc(NC(=O)Cn2c(CCC(=O)O)ccc2-c2ccc(Cl)cc2)c1 | 0.4 | 6 | -1 | -15 | 0.8 | 1 | -18 | -1 | -6
CCOc1ccc(N2CC(C(=O)Nc3ccc(N4CCOCC4)cc3)CC2=O)cc1 (stereo not drawn) | 0.7 | 1 | 0 | 0 | 0.2 | 2 | -25 | -1 | 6

4 of the compounds above, with each value named.
> Cc1ccc2cc(C)c(SCC(=O)NCC3CCCO3)nc2c1 (stereo not drawn)
- TRHR ag: -0.4
- D1 antagonist: -14
- D2 PAM: .
- RXFP1 antagonist: -16
- D2 agonist: 2.7
- D1 agonist: 1
- D2 antag: 10
- TRHR PAM: 0
- D1 PAM: 9

> COc1cc2c(C(=O)NC3CCCCCC3)cn(C)c(=O)c2cc1OC
- TRHR ag: 0.6
- D1 antagonist: 2
- D2 PAM: 2
- RXFP1 antagonist: -5
- D2 agonist: 0.1
- D1 agonist: 6
- D2 antag: -5
- TRHR PAM: -3
- D1 PAM: -2

> CCOC(=O)c1cc2c(=O)n3ccccc3nc2n(CCCOC)c1=NC(=O)c1ccncc1
- TRHR ag: 0.1
- D1 antagonist: -2
- D2 PAM: -6
- RXFP1 antagonist: -9
- D2 agonist: -0.2
- D1 agonist: 1
- D2 antag: -21
- TRHR PAM: 5
- D1 PAM: 5

> COc1cnc(-c2ccccn2)nc1Sc1cccc(Cl)c1
- TRHR ag: 0.1
- D1 antagonist: 30
- D2 PAM: -7
- RXFP1 antagonist: 4
- D2 agonist: 0.1
- D1 agonist: 2
- D2 antag: -6
- TRHR PAM: -1
- D1 PAM: 3

The list goes on:
SMILES | TRHR ag | D1 antagonist | D2 PAM | RXFP1 antagonist | D2 agonist | D1 agonist | D2 antag | TRHR PAM | D1 PAM
CSc1cc(-c2ccccc2)n(Cc2ccc(Cl)cc2Cl)c(=O)c1C#N | 0.8 | 13 | 2 | 5 | -0.1 | 3 | -7 | 0 | -3
CCc1nnc(SCC(=O)Nc2ccc(C(C)=O)cc2)nc1CC | -0.6 | 2 | 16 | . | -0.8 | 1 | 4 | 3 | 5
Cc1nnc(SCc2cccs2)[nH]c1=O | 0.4 | -9 | 0 | -3 | -0.1 | 5 | -1 | 0 | -1
COc1ccc(CCNC(=O)C(=O)NCC(c2ccco2)S(=O)(=O)c2ccc(C)cc2)cc1 (stereo not drawn) | -0.4 | . | . | -11 | 0.3 | 5 | . | -3 | -1
CCOC(=O)C1CCN(c2nc3cc(OC)ccc3cc2C#N)CC1 | 0.0 | -21 | . | -10 | 1.6 | 9 | 19 | 4 | -1
COCCNC(=O)CCn1nc(-c2ccc(C)cc2)c2ccccc2c1=O | -0.2 | -1 | 10 | 1 | 0.9 | 0 | 8 | -6 | -11
O=C(NCCCN1CCCCC1)c1cc(Sc2ccc(Cl)cc2)nc2ccccc12 | 0.9 | -18 | -28 | -16 | -0.5 | 18 | . | -1 | -2
O=[N+]([O-])c1cccc(S(=O)(=O)NCCc2ccccc2)c1 | 0.0 | -16 | -8 | 4 | -0.4 | 1 | -21 | -8 | -2
CCc1ccc(S(=O)(=O)Nc2ccncc2)cc1 | 0.3 | -12 | 8 | . | -1.4 | 5 | 2 | -3 | 1
Clc1ccc2nc(-c3ccccn3)c(Nc3ccc4c(c3)OCO4)n2c1 | -0.5 | 1 | -26 | -3 | -2.9 | 1 | -19 | -10 | -2
O=C(c1ccc(F)cc1)N1CCC(C(=O)N2CCN(S(=O)(=O)c3cccc([N+](=O)[O-])c3)CC2)CC1 | -0.4 | 3 | -7 | -7 | -0.7 | 2 | -22 | 3 | -1
COc1ccc(CC(=O)N2CCN(c3ccc(C4=NNC(=O)CC4C)cc3)CC2)cc1 (stereo not drawn) | -0.4 | -16 | -13 | -1 | 0.5 | 6 | 10 | 2 | 4
COc1ccccc1N1CCN(C(=O)C(F)F)CC1 | -0.5 | 4 | . | 0 | . | 1 | . | 7 | -3
Cc1ccc(C(=O)NC(NCc2ccco2)C(Cl)(Cl)Cl)cc1 (stereo not drawn) | -0.7 | -18 | 7 | 32 | -2.8 | 2 | -21 | 4 | -4
COc1ccc(S(=O)(=O)NN=C2CCCC2)cc1 | -0.6 | -26 | -9 | -6 | -0.5 | -1 | -1 | 12 | 2
